Keap1 Nrf2 FP – inhibitors of human Keap1-Nrf2 protein-protein interaction | Keap1 Kelch-Nrf2 peptide fluorescence polarization, 1536-well | 340,000 tested, 0.15% active | Q14145 | inhibition, % at 9.4 µM; in the data active = inhibition above about 12%;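 also: human Keap1 Kelch domain with fluorescein labeled Nrf2 9mer peptide probe; 0% = neutral control wells and 100% = peptide positive control; higher means more block of Keap1 binding to Nrf2 peptide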
PKA-R2B act – activates the human PKA-R2B holoenzyme complex; P22694+P31323; 340,000 tested, 0.079% active; PKA-R2B holoenzyme dissociation, Cy5-IP20 fluorescence polarization; R2B truncated from residue 108, S112A mutant; 0% DMSO only, 100% 113 µM cGMP; activation, % at 11.4 µM;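 active = activation above a cutoff set at the mean over all compounds plus 3 SD, cut at about 18% in these data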;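 also: higher means more holoenzyme dissociation and a rise in polarization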
LANA DNA inh – blocks KSHV LANA C-terminal domain binding to DNA; MBP-C-LANA/FAM-LBS DNA binding, fluorescence polarization; inhibition, % at 9 µM; 340,000 tested, 0.078% active; AID 504423;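 active = highest replicate inhibition at or above 60% at 9 µM, even if other replicates fall short; inactive = all replicates below 60% inhibition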;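 also: 0% = neutral control wells and 100% = 4 µM acridine orange control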
SR-BI DiI-HDL act – activators of SR-BI mediated HDL lipid uptake. CHO ldlA[mSR-BI] cells, DiI-HDL uptake fluorescence, 3 h; 100 = double the neutral-control signal. activation, % at 12.5 µM. 320,000 tested, 0.096% active. AID 504775;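 active = mean replicate activation of at least 60% and every replicate at or above 60%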;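 also: 0% = median plate neutral-control signal and 100% = twice that signal; values of inactives mirror those of a sister screen read the other way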
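System: LDL receptor-deficient CHO ldlA cells overexpressing murine SR-BI | Timing: 3 h uptake period with compound, 37 °C | Medium: HEPES-buffered (25 mM, pH 7.4) F12 plus 0.5% BSA | Dosing: Single-point compound dose | Signal: Bottom-read fluorescence, 550/595 nm | Read-out: Retained DiI signal reflecting DiI-HDL uptake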
Arrestin-AP2 inh – inhibitors of human beta-arrestin and AP2 interaction | FITC-arrestin peptide / GST-AP2 beads, flow cytometry; AP2 beta2 appendage carries R879A mutation | inhibition, % at 10 µM | 340,000 tested, 0.31% active;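 active = inhibition above a set limit, near 3 SD of compounds lacking own fluorescence, cut at about 54% in these data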;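 also: plate controls were DMSO wells for no effect and 5 µM unlabelled arrestin peptide for full effect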
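System: GST-AP2 R879A glutathione beads | Also added: FITC-arrestin peptide, 50 nM | Times: 12 min plus 1 h, RT | Signal: Bead flow cytometry, FITC channel | Buffer or medium: PBS with 0.05% Tween 20 and 0.1% BSA | Read-out basis: Percent drop in bead-associated FITC signal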
NSD2 HMT inh – blocks human histone methyltransferase NSD2 | O96028 | NSD2 peptide methylation, AlphaScreen, 120 min | inhibition, % at 12.5 µM | 310,000 tested, 0.54% active; in the data active = inhibition above about 50%
Target sequence (O96028 whole entry, looked up): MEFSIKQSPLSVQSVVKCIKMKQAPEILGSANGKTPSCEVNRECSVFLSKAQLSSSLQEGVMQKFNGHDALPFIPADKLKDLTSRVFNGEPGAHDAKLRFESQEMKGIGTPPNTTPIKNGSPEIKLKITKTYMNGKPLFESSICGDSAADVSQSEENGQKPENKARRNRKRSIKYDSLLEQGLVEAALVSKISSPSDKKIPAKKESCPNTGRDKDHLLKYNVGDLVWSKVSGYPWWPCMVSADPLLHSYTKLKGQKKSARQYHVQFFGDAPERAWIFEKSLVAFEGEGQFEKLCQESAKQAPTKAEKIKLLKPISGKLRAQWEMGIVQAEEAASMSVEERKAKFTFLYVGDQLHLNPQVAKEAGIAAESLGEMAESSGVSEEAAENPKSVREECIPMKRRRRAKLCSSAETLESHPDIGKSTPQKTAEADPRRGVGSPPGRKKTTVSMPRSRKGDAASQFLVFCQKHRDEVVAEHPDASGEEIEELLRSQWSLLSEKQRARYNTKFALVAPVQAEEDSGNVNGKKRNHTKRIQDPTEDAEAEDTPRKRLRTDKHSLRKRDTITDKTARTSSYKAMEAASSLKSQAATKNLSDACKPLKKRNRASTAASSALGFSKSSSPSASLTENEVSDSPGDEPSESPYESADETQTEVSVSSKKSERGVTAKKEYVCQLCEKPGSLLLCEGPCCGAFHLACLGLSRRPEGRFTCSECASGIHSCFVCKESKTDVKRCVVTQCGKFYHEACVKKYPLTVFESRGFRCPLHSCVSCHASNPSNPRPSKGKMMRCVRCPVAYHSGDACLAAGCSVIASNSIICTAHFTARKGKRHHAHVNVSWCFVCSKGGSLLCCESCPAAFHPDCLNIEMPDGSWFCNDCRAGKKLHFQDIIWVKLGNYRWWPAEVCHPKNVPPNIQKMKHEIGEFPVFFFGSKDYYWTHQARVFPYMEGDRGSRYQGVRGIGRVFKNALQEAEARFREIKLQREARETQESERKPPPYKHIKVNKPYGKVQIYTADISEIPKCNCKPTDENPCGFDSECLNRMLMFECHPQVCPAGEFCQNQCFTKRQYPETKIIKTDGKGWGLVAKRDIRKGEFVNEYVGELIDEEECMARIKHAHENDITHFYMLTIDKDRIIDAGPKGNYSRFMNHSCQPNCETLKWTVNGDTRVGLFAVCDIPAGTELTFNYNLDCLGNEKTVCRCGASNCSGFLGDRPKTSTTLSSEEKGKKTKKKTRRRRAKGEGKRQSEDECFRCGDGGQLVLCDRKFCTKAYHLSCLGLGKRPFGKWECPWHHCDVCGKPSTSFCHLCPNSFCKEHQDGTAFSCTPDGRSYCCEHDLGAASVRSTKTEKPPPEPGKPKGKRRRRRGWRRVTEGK
DAGLB inh – diacylglycerol lipase beta (human) inhibition. Q8NCG7. HEK293T DAGLB membrane lysate, EnzChek fluorogenic substrate. inhibition, % at 5.17 µM. 340,000 tested, 0.059% active. AID 504411; in the data active = inhibition above about 34%;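 also: 0% = enzyme with vehicle and 100% = wells lacking enzyme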
SR-BI DiI inh – mouse SR-BI HDL lipid transfer inhibition; inhibition, % at 12.5 µM; ldlA[mSR-BI] CHO cells, DiI-HDL uptake fluorescence, 3 h; 320,000 tested, 0.96% active; AID 488896;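 active = mean replicate inhibition of at least 70% and a set share of replicates each scoring 70 or more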;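 also: 0% = median of neutral control wells and 100% = median of positive control wells; values of inactives mirror those of a sister screen read the other way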
PvdQ acylase – P. aeruginosa PvdQ acylase inhibition; inhibition, % at 10 µM; AID 488965; 340,000 tested, 0.063% active; purified PvdQ acylase, fluorescence plate reader; in the data active = inhibition above about 30%, passing the limit was not always enough;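 also: 0% = vehicle neutral wells and 100% = reference inhibitor wells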
Cardiac RTF inh – cardiac RTF calcium desensitization; inhibition, % at 7.15 µM; 340,000 tested, 0.12% active; AID 493244; IANBD-labeled cardiac RTF, Ca2+ fluorescence;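 active = inhibition above the mean inhibition of all tested compounds plus 3 SD, cut at about 17% in these data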;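 also: assay run at fixed EC70 calcium of 1.6 mM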
An asterisk follows results filed as active; . = no result given. An unsorted share of the library; 2.1% or so of the library scored in one or more.

SMILES	Keap1 Nrf2 FP	PKA-R2B act	LANA DNA inh	SR-BI DiI-HDL act	Arrestin-AP2 inh	NSD2 HMT inh	DAGLB inh	SR-BI DiI inh	PvdQ acylase	Cardiac RTF inh
CCNc1nc(C)nc2c1cnn2C	2	-2	0.9	30	3	-2	0	-30	-14	-3
O=C(NCC1CCCO1)C(c1ccc(N2CCOCC2)cc1)N(C(=O)Cn1nnc2ccccc21)c1ccccc1F (configuration not stated)	-1	-10	-0.2	12	-2	-1	-2	-12	8	-2
O=C(Nc1ccccc1)Nc1ccc(C(=O)N2CCCC2)cc1	5	-3	-1.6	18	0	-1	1	-18	0	2
O=C(O)C1CC=CCC1C(=O)N1CCCC1 (configuration not stated)	-7	0	-0.8	-3	-4	6	1	3	-11	2
COc1ccc2c(c1)CC/C2=N\NC(=O)c1ccccc1	-1	1	-0.1	27	5	1	0	-27	-5	-6
COc1ccc(C(=O)Nc2nnc(CC(=O)N/N=C/c3ccc(O)cc3O)s2)cc1	1	-14	-0.3	-33	8	-1	-28	33	6	-13
O=C1c2cc(S(=O)(=O)N(CCO)CCO)ccc2-c2ccc(S(=O)(=O)N(CCO)CCO)cc21	1	-7	-0.6	7	2	.	4	-7	-18	-7
CC(C)N(C(=O)CSc1nnc(CSc2ncccn2)n1C)C(C)C	-4	-6	1.4	6	7	5	0	-6	2	5
Brc1cccc(CNn2cnnc2)c1	-2	-9	0.7	-2	0	-5	-3	2	-13	-3
COc1ccc(N2CCN(C(=O)c3ccc4nc(N5CCCCC5)sc4c3)CC2)cc1	-2	5	-1.7	-4	0	.	1	4	-10	-6
COc1ccc(S(=O)(=O)N(C)CC(=O)NCCc2ccccc2)cc1OC	0	-11	0.0	28	-16	2	1	-28	-11	-8
N#Cc1cnn(Cc2ccccc2)c1/N=C/N1CCOCC1	-2	0	-0.5	-6	3	-6	-1	6	-11	-9
O=C(C1CCCN(C2CC(=O)N(c3ccc(Cl)cc3)C2=O)C1)N1CCCC1 (configuration not stated)	1	9	-0.6	16	14	-1	-2	-16	-8	-6
CCOC(=O)c1cc2cc(CC(=O)c3ccc(OCC)cc3O)ccc2o1	-2	11	-0.1	-10	-2	0	-6	10	-15	2
COc1cc(C)ccc1OCCCCOc1ccccc1C(C)=O	4	2	-0.5	5	8	-3	-15	-5	-8	5
Cc1cc(C)c2[nH]c(=O)c(CN(CC3CCCO3)C(=O)c3cnccn3)cc2c1 (configuration not stated)	-6	-12	2.5	25	-1	.	-1	-25	-7	-8
CCN(c1ccccc1)S(=O)(=O)c1ccc(NC(=S)NC(=O)c2ccc(Br)o2)cc1	-2	-9	1.0	-9	17	0	0	9	-12	1
CC[C@H](C)[C@H]1CNC(=S)N1CC1CCN(CCC(C)(C)C)CC1	4	4	-1.3	4	-7	.	1	-4	-11	-4
Cc1cc(C(=O)NC2CCCN(Cc3ccc(Cl)cc3)C2)c(C)o1 (configuration not stated)	-5	20*	1.3	10	-8	0	-3	-10	-8	13
Cc1ccc(C(=O)Nc2ccc(C(F)(F)F)n(C)c2=O)cc1	-1	-9	0.8	1	-8	-2	-2	-1	-6	2
CC(C)(C)c1ccc(COC(=O)CN2C(=O)NC3(CCCC3)C2=O)cc1	5	-9	-2.1	9	10	1	0	-9	-4	-8
COC(=O)C1=C(C)NC(C)=C(C(=O)OCC2CCCO2)C1c1cccc(Br)c1 (configuration not stated)	1	-5	0.9	-3	-8	-9	1	3	-9	-6
CCOc1nc(CC)nc(NC(=O)NS(=O)(=O)c2ccccc2Cl)n1	0	-1	4.3	13	0	-3	0	-13	-14	-1
CC(C)/C(=N\NC(=O)Nc1ccccc1)c1ccccc1	-3	-7	0.6	-13	2	-1	-5	13	-13	-1
CCN1C(=O)[C@H]2[C@@H](c3ccc(-c4ccccc4)cc3)N[C@@](C)(C(=O)OC)[C@H]2C1=O	-3	5	0.1	5	-6	.	2	-5	-12	0

Rewritten with each value named: part of the list above
CCN(c1ccccc1)S(=O)(=O)c1ccc(NC(=S)NC(=O)c2ccc(Br)o2)cc1
  Keap1 Nrf2 FP: -2
  PKA-R2B act: -9
  LANA DNA inh: 1.0
  SR-BI DiI-HDL act: -9
  Arrestin-AP2 inh: 17
  NSD2 HMT inh: 0
  DAGLB inh: 0
  SR-BI DiI inh: 9
  PvdQ acylase: -12
  Cardiac RTF inh: 1

CC[C@H](C)[C@H]1CNC(=S)N1CC1CCN(CCC(C)(C)C)CC1
  Keap1 Nrf2 FP: 4
  PKA-R2B act: 4
  LANA DNA inh: -1.3
  SR-BI DiI-HDL act: 4
  Arrestin-AP2 inh: -7
  NSD2 HMT inh: .
  DAGLB inh: 1
  SR-BI DiI inh: -4
  PvdQ acylase: -11
  Cardiac RTF inh: -4

Other structures:
SMILES	Keap1 Nrf2 FP	PKA-R2B act	LANA DNA inh	SR-BI DiI-HDL act	Arrestin-AP2 inh	NSD2 HMT inh	DAGLB inh	SR-BI DiI inh	PvdQ acylase	Cardiac RTF inh
O=C(COc1ccc(S(=O)(=O)NC2CCCCC2)cc1)Nc1ccc2c(c1)OCCO2	0	15	0.4	-22	4	.	1	22	-4	0
CCOc1ccc(NC(=O)CS(=O)(=O)c2cn(C)c3ccccc23)cc1	2	11	-0.2	-4	5	.	0	4	-10	-4
Cc1ccccc1NC(=O)CSc1nc2n(n1)CCCCC2	-5	6	1.1	10	0	-3	-1	-10	-6	-4
CN(c1ccccc1)S(=O)(=O)c1cccc(NC(=O)CCNC(=O)c2ccc(Cl)cc2)c1	-2	-6	-1.5	-19	8	8	-3	19	-10	-2
CCN(CC)c1ccc(C(=O)N/N=C/c2ccc(OC)cc2OC)cc1	-2	-8	-0.4	-70	-13	-1	-1	70	-7	0
CC(=O)c1c(C)[nH]c(C(=O)NCCN2CCC(C)CC2)c1C	-5	8	3.3	11	-9	4	-1	-11	-12	6
Cc1ccc(S(=O)(=O)N(C)C)cc1NC(=O)COc1cccc(-n2cnnn2)c1	1	-3	0.0	-9	44	0	-1	9	-2	6
Cc1c(C(=O)Nc2ccc(Cl)cc2)c2ccccn2c1C(=O)c1ccccc1	1	-3	-1.0	-45	15	-2	-1	45	2	-8
O=C(NC1CCC(=O)N(CCOc2ccccc2)CC1)OCc1ccccc1 (configuration not stated)	-2	3	-0.5	-2	-3	.	2	2	-8	-6
O=C1OC(NC(=O)c2ccccc2)C(N2CCOCC2)=C1Cl (configuration not stated)	5	5	0.0	-1	7	-2	-3	1	-6	-6
Cc1cc(C(=O)c2ccc(Cl)cc2)c(NC(=O)CCl)s1	3	6	-1.1	-4	1	1	-3	4	-12	4
Cc1c(Cl)cccc1NC(=O)CNC(=O)C1CCN(C(=O)Nc2ccccc2)CC1	-3	-2	-2.1	-29	4	0	-1	29	-9	-10
CC(C)=C1C(=O)NN(c2ccc(F)c(Cl)c2)C1=O	3	-2	3.1	6	6	4	23	-6	-8	-4
COC(=O)CCCC1=CC2=C(c3ccccc3)C(=O)C(C)(OC(=O)C3CCCC3)C(=O)C2=CN1CC(C)C (configuration not stated)	-5	-16	3.0	-3	22	.	0	3	-16	-1
COc1ccc(C(=O)NC(=S)NNC(=O)c2ccc(O)cc2)cc1[N+](=O)[O-]	-5	-6	0.3	14	17	6	-1	-14	4	-1
CCCN(CC(=O)Nc1ccccc1C)C(=O)c1cc(=O)[nH]c2ccccc12	-3	-2	0.2	-10	46	.	-1	10	2	2
COCCC(=O)NC12CC3CC(CC(C3)C1)C2	0	-2	-1.2	24	-4	-3	-2	-24	-17	-4
Cc1cc(N2CCN(Cc3nc(-c4ccc(Cl)cc4)oc3C)CC2)cc(C)n1	-6	4	1.0	.	7	.	2	.	6	-10
CC(Sc1ccc(Cl)cc1)C(=O)NNC(=O)c1csc(N2CCOCC2)n1 (configuration not stated)	0	-22	0.8	12	22	-1	-1	-12	-3	1
O=C(Nc1nnc(C2COc3ccccc3O2)o1)c1ccc(F)cc1 (configuration not stated)	-7	7	-4.3	-9	5	0	3	9	-16	-2

Taken from above:
Entry for `O=C(Nc1nnc(C2COc3ccccc3O2)o1)c1ccc(F)cc1` (configuration not stated) in SR-BI DiI inh: 9
Entry for `CC(=O)c1c(C)[nH]c(C(=O)NCCN2CCC(C)CC2)c1C` in PKA-R2B act: 8
Entry for `CCN(CC)c1ccc(C(=O)N/N=C/c2ccc(OC)cc2OC)cc1` in Cardiac RTF inh: 0
Entry for `COC(=O)CCCC1=CC2=C(c3ccccc3)C(=O)C(C)(OC(=O)C3CCCC3)C(=O)C2=CN1CC(C)C` (configuration not stated) in LANA DNA inh: 3.0
Entry for `CC(Sc1ccc(Cl)cc1)C(=O)NNC(=O)c1csc(N2CCOCC2)n1` (configuration not stated) in NSD2 HMT inh: -1
Entry for `O=C1OC(NC(=O)c2ccccc2)C(N2CCOCC2)=C1Cl` (configuration not stated) in Keap1 Nrf2 FP: 5
